Screening data as filed in PubChem.
TcdB GH inh: TcdB glycohydrolase inhibition; P18177; TcdB glycohydrolase enzymatic assay, plate reader; inhibition, % at 9.99 µM; 350,000 tested, 0.24% active; in the data active = inhibition above about 10%
Anthrax LF prot: blocks Bacillus anthracis lethal factor protease; multiplex microsphere protease cleavage assay, LF; 360,000 tested, 0.12% active; inhibition, % at 10 µM; in the data active = inhibition above about 30%; inconclusive = no clear call, values can overlap the other calls; also: plate controls were buffer without enzyme for full effect and enzyme alone for no effect
MazF activator: MazEF (E. coli) toxin RNase activation. FAM/BHQ RNA-DNA oligo cleavage fluorescence, 5 h. activation, % at 20 µM. 350,000 tested, 0.32% active. AID 504720; in the data active = activation above about 50%
Target sequence (P0AE70 whole entry, looked up): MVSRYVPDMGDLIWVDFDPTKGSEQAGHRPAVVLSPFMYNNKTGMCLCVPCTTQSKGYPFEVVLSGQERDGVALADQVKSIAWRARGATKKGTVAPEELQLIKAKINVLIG
Rv3671c protease: inhibitors of M. tuberculosis serine protease Rv3671c; P9WHR9; inhibition, % at 5.96 µM; 320,000 tested, 0.048% active; AID 2606; in the data active = inhibition above about 38%;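 also: extracellular domain of Rv3671c used as enzyme; 0% = enzyme with DMSO and 100% = no enzyme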
Target sequence (P9WHR9 whole entry, looked up, the tested form may be a part): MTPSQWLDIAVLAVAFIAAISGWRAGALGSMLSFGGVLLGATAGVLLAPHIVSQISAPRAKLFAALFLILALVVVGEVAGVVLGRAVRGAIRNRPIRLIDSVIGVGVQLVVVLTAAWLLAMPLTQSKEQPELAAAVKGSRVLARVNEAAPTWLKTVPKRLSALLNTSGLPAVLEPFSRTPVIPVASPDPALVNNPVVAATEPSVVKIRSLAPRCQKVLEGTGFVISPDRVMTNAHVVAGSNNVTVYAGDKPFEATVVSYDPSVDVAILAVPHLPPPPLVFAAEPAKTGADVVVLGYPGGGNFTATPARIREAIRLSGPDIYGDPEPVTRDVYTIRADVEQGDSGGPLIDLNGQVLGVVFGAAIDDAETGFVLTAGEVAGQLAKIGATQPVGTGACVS
DUSP3 inh: blocks human VHR1 dual specificity phosphatase; P51452; recombinant VHR phosphatase, pNPP absorbance; inhibition, % at 13.3 µM; 290,000 tested, 0.52% active; in the data active = inhibition above about 50%; also: some compounds called inactive have numbers as strong as hits
Target sequence (P51452 whole entry, looked up): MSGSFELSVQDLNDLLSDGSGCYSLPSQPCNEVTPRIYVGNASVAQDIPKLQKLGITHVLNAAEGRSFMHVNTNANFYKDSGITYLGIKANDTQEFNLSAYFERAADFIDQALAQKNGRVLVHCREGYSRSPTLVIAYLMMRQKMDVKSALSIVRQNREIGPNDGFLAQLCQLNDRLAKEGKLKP
Vc quorum ag: inducers of Vibrio cholerae quorum light production without autoinducers; activation, % at 18.7 µM; 350,000 tested, 0.16% active; V. cholerae BH1578 lux reporter, luminescence, 6 h; in the data active = activation mostly above about 9.7%, no sharp cut-off; inconclusive = no clear call, values can overlap the other calls; inactive = mostly below about 3.7%; also: not every result past the cut was called active; inactives centre near 0; reference of the scale not given here
3CLpro inhibitor: SARS-CoV 3CLpro protease inhibition. recombinant SARS-CoV 3CLpro, quenched FRET peptide cleavage. inhibition, % at 6 µM. 290,000 tested, 0.14% active; in the data active = inhibition above about 12%
SSB-PriA inh: blocks PriA binding to SSB C-terminal tail. AlphaScreen SSBct-PriA binding, biotinylated peptide. inhibition, % at 33 µM. 430,000 tested, 0.6% active. AID 1272365; in the data active = inhibition mostly above about 37%, no sharp cut-off; inactive = mostly below about 20%;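 also: plate controls were negative control peptide for no effect and reference peptide for full effect; strong numbers were not always called active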
PfHsp40 yeast: compounds rescuing yeast from Plasmodium falciparum HSP40 toxicity; S. cerevisiae expressing PfHsp40, growth rescue, ATP luminescence; growth rescue, % at 12.5 µM; 340,000 tested, 0.68% active; AID 504582; in the data active = growth rescue above about 28%, passing the limit was not always enough; inconclusive = no clear call, values can overlap the other calls;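 also: yeast W303a lacking pdr1 and pdr3 grown in galactose medium; growth measured after three days at 30 °C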
Y pestis TopoI: blocks Yersinia pestis topoisomerase I activity. Y. pestis Topo-I cleavage product accumulation, plate reader. activity, % at 10 µM. 360,000 tested, 0.064% active. AID 504884; in the data active = activity above about 50%, passing the limit was not always enough; inconclusive = no clear call, values can overlap the other calls; also: inactives centre near 2
Starred values were filed as active, the others as inactive; & = joins results of further samples. The list is partial, so the mix of outcomes need not match the whole.

Results for CCOc1ccc2oc(C(=O)OCC(=O)N3CC(C)OC(C)C3)c(C)c2c1 (stereo not given) ?
TcdB GH inh: -4.2; Anthrax LF prot: -1.7; MazF activator: 5.7; Rv3671c protease: -2.8; Vc quorum ag: inactive; SSB-PriA inh: -9.8; PfHsp40 yeast: -1.8; Y pestis TopoI: 6.5

How did O=c1c2cc3c(cc2[nH]c(=S)n1Cc1ccco1)OCO3 do in these assays?
Anthrax LF prot: 0.4; MazF activator: 7.3; Rv3671c protease: -3.8; DUSP3 inh: 25.6; Vc quorum ag: -0.3; 3CLpro inhibitor: -0.4; SSB-PriA inh: 5.8; PfHsp40 yeast: -1.5; Y pestis TopoI: -9.2

What do the screens show for `CCn1c(COc2ccc(Cl)cc2)nnc1SCc1nc2ccccc2[nH]1`?
Anthrax LF prot: 0.5; MazF activator: -6.2; Rv3671c protease: -2.2; DUSP3 inh: 13.9; Vc quorum ag: inactive; 3CLpro inhibitor: 3.2; SSB-PriA inh: -5.9; PfHsp40 yeast: inconclusive; Y pestis TopoI: 27.3

Results for O=C(CCCN1C(=O)/C(=C/c2cccc(Br)c2)SC1=S)NCCCN1CCOCC1 ?
TcdB GH inh: 1.0; Anthrax LF prot: 0.8; MazF activator: 3.9; Rv3671c protease: -37.6; DUSP3 inh: -21.1; Vc quorum ag: -0.2; 3CLpro inhibitor: 1.1; SSB-PriA inh: 3.2; PfHsp40 yeast: -0.6; Y pestis TopoI: 19.8

What do the screens show for `C=Cc1ccc(Cn2nc(-c3ccc(C)cc3)ccc2=O)cc1`?
TcdB GH inh: -0.7; Anthrax LF prot: -10.2; MazF activator: 2.5; Rv3671c protease: -5.1; DUSP3 inh: -7.6; Vc quorum ag: -0.8; 3CLpro inhibitor: 2.6; SSB-PriA inh: -10.4; PfHsp40 yeast: 4.7; Y pestis TopoI: 1.3

Results for CN1CCCN(Cc2nc(-c3ccc(Cl)cc3)no2)CC1 ?
TcdB GH inh: -0.1; Anthrax LF prot: 0.2; MazF activator: 8.9; Rv3671c protease: 3.0; DUSP3 inh: -5.0; Vc quorum ag: inactive; 3CLpro inhibitor: -1.6; SSB-PriA inh: -1.8; PfHsp40 yeast: 0.0; Y pestis TopoI: 4.6

Results for COc1ccccc1-n1cnc2cc(NCc3ccco3)ccc21 ?
Anthrax LF prot: -3.4; MazF activator: 4.8; Rv3671c protease: -2.4; DUSP3 inh: 38.9; Vc quorum ag: -0.2; 3CLpro inhibitor: 7.8; SSB-PriA inh: 11.0; PfHsp40 yeast: -2.2; Y pestis TopoI: -0.8

How did CC(C)C[C@@H](C(=O)NC1CCN(Cc2ccccc2)CC1)N1C(=O)N2CCc3c([nH]c4ccccc34)[C@@]2(C)C1=O do in these assays?
TcdB GH inh: 0.9; Anthrax LF prot: -1.0; MazF activator: -16.3; Rv3671c protease: -7.3; DUSP3 inh: -6.8; Vc quorum ag: -0.4; 3CLpro inhibitor: -2.6; SSB-PriA inh: 23.7; PfHsp40 yeast: 1.2; Y pestis TopoI: -3.0

What do the screens show for `Cc1ccn2c(C(=O)N/N=C\c3ccccc3[N+](=O)[O-])c(C)nc2c1`?
Anthrax LF prot: -4.4; MazF activator: 3.6; Rv3671c protease: -4.6; Vc quorum ag: 1.9; 3CLpro inhibitor: 0.1; PfHsp40 yeast: 0.0; Y pestis TopoI: -13.3

Results for CN(CC(=O)NCc1ccccc1Cl)S(=O)(=O)c1cccs1 ?
TcdB GH inh: 0.6; Anthrax LF prot: -1.7; MazF activator: -7.8; Rv3671c protease: 0.1; DUSP3 inh: 40.9; Vc quorum ag: -0.3; 3CLpro inhibitor: -2.3; SSB-PriA inh: -6.7; PfHsp40 yeast: 0.1; Y pestis TopoI: 0.2

How did COc1ccc(CNc2ccc(C(=O)O)cc2)cc1 do in these assays?
Anthrax LF prot: -3.9; MazF activator: -0.5; Rv3671c protease: -1.1; DUSP3 inh: 22.6; Vc quorum ag: inactive; 3CLpro inhibitor: 1.8; SSB-PriA inh: -4.3; PfHsp40 yeast: 1.3; Y pestis TopoI: -3.2

Results for CC(=O)C(Cc1ccccc1)NC(=O)CN1CCN(Cc2ccccc2)CC1 (stereo not given) ?
TcdB GH inh: 0.4; Anthrax LF prot: 0.9; MazF activator: 2.5; Rv3671c protease: 1.4; DUSP3 inh: 13.0; Vc quorum ag: -2.0; 3CLpro inhibitor: 2.8; SSB-PriA inh: -3.5; PfHsp40 yeast: 2.7; Y pestis TopoI: 2.2

What do the screens show for `O=C(Nc1cccc(F)c1)Nc1nnc([C@@H]2O[C@H](CO)[C@@H](O)[C@H]2O)s1`?
TcdB GH inh: 0.8; Anthrax LF prot: -2.0; Vc quorum ag: 0.9; Y pestis TopoI: -5.3

What do the screens show for `Cc1ccc(NC(=O)CN(C2=NC3CS(=O)(=O)CC3S2)c2ccccc2)cc1` (stereo not given)?
TcdB GH inh: 0.2; Anthrax LF prot: 0.0; Vc quorum ag: -0.3; Y pestis TopoI: 5.2

How did CCC(C)Oc1nc(C)cc(C)c1S(=O)(=O)c1ccccc1C (stereo not given) do in these assays?
Anthrax LF prot: 0.1; MazF activator: 1.1; Rv3671c protease: -11.6; DUSP3 inh: 4.8; Vc quorum ag: inactive; 3CLpro inhibitor: -5.9; SSB-PriA inh: -36.6; PfHsp40 yeast: -0.4; Y pestis TopoI: 39.5

How did COc1ccc(N2CC(NS(=O)(=O)c3cccnc3)CC2=O)cc1OC (stereo not given) do in these assays?
TcdB GH inh: 1.7; Anthrax LF prot: 2.2; MazF activator: 7.1; Rv3671c protease: -1.5; Vc quorum ag: inactive; SSB-PriA inh: -3.1&8.0; PfHsp40 yeast: -0.4; Y pestis TopoI: -1.4

Results for COCc1cc(C)nc2sc(C(=O)Nc3ccc(OC)cc3)c(N)c12 ?
TcdB GH inh: 1.5; Anthrax LF prot: -19.5; MazF activator: 8.6; Rv3671c protease: -0.2; DUSP3 inh: 30.4; Vc quorum ag: -0.5; 3CLpro inhibitor: 2.6; SSB-PriA inh: -5.8; PfHsp40 yeast: 1.0; Y pestis TopoI: 12.2

What do the screens show for `CN(C)C(=O)c1ccc(-c2n[nH]c(=O)c3ccccc23)cc1`?
TcdB GH inh: 0.6; Anthrax LF prot: -1.6; MazF activator: -15.4; Rv3671c protease: -1.8; DUSP3 inh: 15.8; Vc quorum ag: inactive; 3CLpro inhibitor: 0.1; PfHsp40 yeast: -0.9; Y pestis TopoI: 2.3

How did CCCc1nn2c(=O)cc(CSCC(=O)Nc3nnc(CC)s3)nc2s1 do in these assays?
TcdB GH inh: -0.4; Anthrax LF prot: -0.9; MazF activator: -2.2; Rv3671c protease: -3.0; DUSP3 inh: 12.9; Vc quorum ag: -0.2; 3CLpro inhibitor: 5.9; SSB-PriA inh: -3.2; PfHsp40 yeast: -0.6; Y pestis TopoI: -0.2

What do the screens show for `CNC(=O)NC(=O)COC(=O)CCCSc1nc2ccccc2s1`?
TcdB GH inh: 0.0; Anthrax LF prot: -3.7; MazF activator: -2.0; Rv3671c protease: -2.1; DUSP3 inh: -4.8; Vc quorum ag: -3.8; 3CLpro inhibitor: 6.1; SSB-PriA inh: 5.1; PfHsp40 yeast: -1.2; Y pestis TopoI: 8.8

What do the screens show for `CCOC(=O)C1=C(COC(=O)c2cccc(N(C)C)c2)NC(=O)NC1C` (stereo not given)?
TcdB GH inh: 2.6; Anthrax LF prot: -1.4; MazF activator: 0.2; Rv3671c protease: -4.4; Vc quorum ag: inactive; SSB-PriA inh: 1.8; PfHsp40 yeast: 12.9; Y pestis TopoI: 6.8

How did COc1ccc(C2CC(c3cccs3)=NN2c2ccc(F)cc2)cc1OC (stereo not given) do in these assays?
TcdB GH inh: 0.5; Anthrax LF prot: -3.0; MazF activator: -2.8; Rv3671c protease: 0.2; DUSP3 inh: 25.9; Vc quorum ag: -0.2; 3CLpro inhibitor: 1.6; SSB-PriA inh: -24.1; PfHsp40 yeast: -0.2; Y pestis TopoI: -10.0

Results for O=C(NCCN1CCN(C(=O)c2cccs2)CC1)c1cccs1 ?
Anthrax LF prot: 0.2; MazF activator: -9.2; Rv3671c protease: -1.0; DUSP3 inh: -1.3; Vc quorum ag: -1.0; 3CLpro inhibitor: 1.4; SSB-PriA inh: -17.9; PfHsp40 yeast: 11.9; Y pestis TopoI: -15.7

Results for O=c1c2ccccc2ccc2ccc(P(=O)(O)O)cc12 ?
TcdB GH inh: -2.5; Anthrax LF prot: -5.9; MazF activator: 5.7; Rv3671c protease: -5.9; Vc quorum ag: -0.8; SSB-PriA inh: 9.1; PfHsp40 yeast: 0.0; Y pestis TopoI: 2.6

Results for COc1ccc(/C=N/n2c(C)nc3c([nH]c4ccccc43)c2=O)cc1CN1CCCC(C)(C)C1 ?
TcdB GH inh: 0.9; Anthrax LF prot: 3.4; MazF activator: 0.2; Rv3671c protease: -5.3; DUSP3 inh: 29.8; Vc quorum ag: -0.6; 3CLpro inhibitor: -3.8; PfHsp40 yeast: 1.2; Y pestis TopoI: 0.4

How did O=C1c2ccccc2C(=O)c2c([N+](=O)[O-])ccc(O)c21 do in these assays?
TcdB GH inh: 3.2; Anthrax LF prot: 6.2; MazF activator: -4.6; Rv3671c protease: 20.9; DUSP3 inh: -11.7; Vc quorum ag: inactive; 3CLpro inhibitor: -0.6; SSB-PriA inh: 2.8; PfHsp40 yeast: 0.3; Y pestis TopoI: -5.3

How did CCCS(=O)(=O)c1c(S(=O)(=O)CCC)c2cnccn2c1C(=O)c1ccc(F)cc1 do in these assays?
TcdB GH inh: 0.1; Anthrax LF prot: -10.7; MazF activator: 0.8; Rv3671c protease: 8.1; DUSP3 inh: 13.8; Vc quorum ag: inactive; 3CLpro inhibitor: 3.7; SSB-PriA inh: -5.0; PfHsp40 yeast: -1.6; Y pestis TopoI: 1.7

How did Cc1cc(C(F)(F)F)cc(NNC(=O)NC(=O)c2ccccc2Cl)n1 do in these assays?
TcdB GH inh: -0.1; MazF activator: 0.1; Rv3671c protease: 4.7; DUSP3 inh: 16.3; Vc quorum ag: -0.4; 3CLpro inhibitor: -2.0; SSB-PriA inh: -8.3; Y pestis TopoI: 0.4

Results for Cc1ccc(CN(C)C(=O)c2ccc(NS(=O)(=O)c3ccc4[nH]c(=O)[nH]c4c3)cc2)cc1 ?
TcdB GH inh: 1.9; Anthrax LF prot: 1.3; MazF activator: 5.8; Rv3671c protease: -2.9; Vc quorum ag: inactive; SSB-PriA inh: 8.6; PfHsp40 yeast: -0.9; Y pestis TopoI: 22.4

How did Cc1nc(N)nc(OCC(F)(F)C(F)F)c1Br do in these assays?
Anthrax LF prot: -0.6; MazF activator: 1.1; Rv3671c protease: -1.6; DUSP3 inh: 35.6; Vc quorum ag: inactive; 3CLpro inhibitor: -1.0; SSB-PriA inh: -8.4; PfHsp40 yeast: -1.2; Y pestis TopoI: -11.6

Results for Cc1cc(O)c(C(C)C)cc1N=Cc1ccc([N+](=O)[O-])cc1 ?
TcdB GH inh: -1.3; Anthrax LF prot: 1.1; MazF activator: -2.9; Vc quorum ag: 4.5; SSB-PriA inh: 10.5; PfHsp40 yeast: -0.1; Y pestis TopoI: -27.4

Part of the list above in order of SMILES length, smallest number first:
Results for Cc1cc(O)c(C(C)C)cc1N=Cc1ccc([N+](=O)[O-])cc1 ?
TcdB GH inh: -1.3; Anthrax LF prot: 1.1; MazF activator: -2.9; Vc quorum ag: 4.5; SSB-PriA inh: 10.5; PfHsp40 yeast: -0.1; Y pestis TopoI: -27.4

How did CCCS(=O)(=O)c1c(S(=O)(=O)CCC)c2cnccn2c1C(=O)c1ccc(F)cc1 do in these assays?
TcdB GH inh: 0.1; Anthrax LF prot: -10.7; MazF activator: 0.8; Rv3671c protease: 8.1; DUSP3 inh: 13.8; Vc quorum ag: inactive; 3CLpro inhibitor: 3.7; SSB-PriA inh: -5.0; PfHsp40 yeast: -1.6; Y pestis TopoI: 1.7

Results for Cc1ccc(CN(C)C(=O)c2ccc(NS(=O)(=O)c3ccc4[nH]c(=O)[nH]c4c3)cc2)cc1 ?
TcdB GH inh: 1.9; Anthrax LF prot: 1.3; MazF activator: 5.8; Rv3671c protease: -2.9; Vc quorum ag: inactive; SSB-PriA inh: 8.6; PfHsp40 yeast: -0.9; Y pestis TopoI: 22.4
